TDP1 inh: inhibitors of human tyrosyl-DNA phosphodiesterase TDP1. Potency, µM (doses to about 130 µM), for the others: at the highest dose activity change, negative = inhibition, hits mostly inhibitors. 0.28% of 350,000 active. recombinant TDP1, AlphaScreen DNA substrate cleavage. Q9NUW8. AID 485290; note: nearly all actives have a fitted effect of over 40% in size
Target sequence (Q9NUW8 whole entry, looked up): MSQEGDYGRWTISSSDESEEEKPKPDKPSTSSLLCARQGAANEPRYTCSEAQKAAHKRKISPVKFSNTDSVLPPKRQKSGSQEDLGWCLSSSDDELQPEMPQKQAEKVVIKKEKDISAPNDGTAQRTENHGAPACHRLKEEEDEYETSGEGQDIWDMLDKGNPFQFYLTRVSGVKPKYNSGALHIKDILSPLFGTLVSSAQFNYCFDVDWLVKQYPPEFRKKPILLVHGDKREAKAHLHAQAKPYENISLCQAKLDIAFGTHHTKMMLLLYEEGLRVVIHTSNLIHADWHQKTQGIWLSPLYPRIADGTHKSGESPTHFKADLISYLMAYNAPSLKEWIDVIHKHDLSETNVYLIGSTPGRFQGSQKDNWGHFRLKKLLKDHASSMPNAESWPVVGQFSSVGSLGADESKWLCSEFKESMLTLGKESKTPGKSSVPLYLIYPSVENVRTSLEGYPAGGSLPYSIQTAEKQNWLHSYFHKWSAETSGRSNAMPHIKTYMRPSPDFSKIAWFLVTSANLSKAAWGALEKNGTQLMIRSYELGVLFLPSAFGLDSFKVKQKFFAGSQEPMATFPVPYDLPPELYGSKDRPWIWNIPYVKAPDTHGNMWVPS
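E. coli-derived human Tdp1, 1 nM final. Cpd preinc 15 min RT; substrate 15 nM final, 5 min RT; AS bead mix 10 ug/ml final, 10 min RT. Signal loss = tyrosine-FITC cleavage. No-enzyme wells = max signal.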
GCN5L2 inh: GCN5L2 (KAT2A) acetyltransferase inhibition; GCN5L2 HAT assay, ThioGlo1 CoA-SH fluorescence; Potency, µM (doses to about 58.9 µM), for inactives: at the top dose activity change, negative = inhibition, most hits filed as inhibitors; 0.21% of 390,000 active
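Fluorescence readout, Ex340nm/Em540nm: ThioGlo1 (50uM final) reacts with free CoA thiol released as 20nM GCN5L2 acetylates H3(1-25) peptide (75uM) using acetyl-CoA (70uM). Compound and enzyme sat 15 min beforehand; 20 min room-temperature reaction.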
TDP1 cell noCPT: qHTS for Inhibitors of human tyrosyl-DNA phosphodiesterase 1 (TDP1): qHTS in cells in absence of CPT; DT40 Tdp1-/- hTDP1 cells, no CPT, ATP luminescence, 48 h; 15% of 420,000 active; Potency, µM (doses to about 46.2 µM), without a hit: at the highest dose activity change, negative = growth inhibition, actives largely listed as inhibitors; AID 686978, 2013; note: nearly all actives have a fitted effect of over 55% in size
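Cells were dispensed at 400 per well, compounds added by pin tool, plates incubated ≥48 hr at 37 °C, then CellTiter-Glo added for 30 min at room temperature before luminescence reading. Line: DT40 Tdp1-/- complemented with hTDP1; camptothecin omitted.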
The depositor's hits bear a star; ? = inconclusive; · = no result given; [ ] = remark or other dose. Calls come from the whole dose curve; as a rule, active = well fitted curve in the direction sought with a large enough effect; inconclusive = small, poorly fitted or top-dose-only effect, or another doubt; inactive = no such curve, though single readings can be large; an effect the other way counts as inactive or inconclusive. % is set by controls: 0 for no effect and ±100 for the full control effect; potency is the fitted concentration of half-maximal effect. The list is partial; the hit share may differ from the screen's.

Under each structure: TDP1 inh | GCN5L2 inh | TDP1 cell noCPT
#1 Cc1cccc(-n2nc3c(c2NC(=O)c2ccco2)CS(=O)C3)c1C (centres undefined)
  2% | -17% | -6%
#2 CC(NC(=O)C(C)N1c2cccc3cccc(c23)S1(=O)=O)c1ccccc1 (centres undefined)
  · | -13% | -26%
#3 COc1cc2[nH]c(=O)n(CCCC(=O)NC3CCCCC3)c(=O)c2cc1OC
  7% | -6% | -11%
#4 C/C=C/c1ccc(OCC(=O)Nc2ccncc2)c(OC)c1
  · | -16% | ?
#5 Cn1nc(C(=O)NCCc2ccc3c(c2)OCCO3)c2ccccc2c1=O
  · | -18% | ?
#6 CC1CCC(NC(=O)c2ccc3nc[nH]c3c2)CC1 (centres undefined)
  -1% | -6% | 2%
#7 COC(=O)c1ccc(NC(=O)CS(=O)(=O)c2ccccc2)cc1
  2% | -16% | -22%
#8 Cc1cccc2sc(NC(=O)C3c4ccccc4Oc4ccccc43)nc12
  4% | -3% | ?
#9 COc1cc(/C=C(\NC(=O)c2cc(OC)c(OC)c(OC)c2)C(=O)NC(C(=O)O)c2ccccc2)cc(OC)c1OC (centres undefined)
  4% | -1% | -12%
#10 Cc1cc(C)cc(OCc2nnc(SCC(=O)NC3CC3)n2C)c1
  1% | -5% | -13%
#11 O=C(NCc1c(Cl)cccc1Oc1ccccc1)c1ccccc1
  6% | -4% | ?
#12 O=C(c1cc(Br)ccc1Cl)N1CCN(c2ncccn2)CC1
  · | -6% | ?
#13 CC(C)(C)NC(=O)CSc1nc(N)c(NC(=O)c2ccccc2F)c(=O)[nH]1
  -2% | 0% | -3%
#14 O=C(NCc1ccco1)c1ccc2c(=O)n(-c3ccccc3)c(=S)[nH]c2c1
  0% | 3% | -7%
#15 CN1CCN(c2ccccc2NC(=O)c2ccc(-c3ccccc3)cc2)CC1
  6% | -2% | 16µM*
#16 CCCN(C(=O)CSc1ncccn1)C1CCS(=O)(=O)C1 (centres undefined)
  -1% | 0% | 23%
#17 CC1CC(C)CN(C(=O)C(C)N2CCN(S(=O)(=O)c3cccs3)CC2)C1 (centres undefined)
  -2%[56.1 µM] | 2% | -7%
#18 O=C(CN1C(=O)NC2(CCCCC2)C1=O)Nc1ccc(F)cc1
  2% | -8% | 7%
#19 Cc1cccc(NC(=S)NCc2ccco2)c1C
  4% | -1% | -26%
#20 CC(CNC(=O)COc1ccccc1)OC(=O)Nc1cccc(Cl)c1 (centres undefined)
  -3% | -5% | -5%
#21 CCn1c(SCC(=O)Nc2nc3ccc(OC)cc3s2)nnc1-c1ccoc1C
  12% | -4% | ?
#22 NNC(=O)c1cc2c(s1)-c1cc(Cl)ccc1SC2
  · | -4% | ?
#23 O=C(Nc1ccc(S(=O)(=O)N2CCOCC2)cc1)c1ccc(Cl)cc1
  · | -24% | 21µM*
#24 COc1ccc(CN2CCNC(=O)C2CC(=O)NCCc2nc(C)c(C)s2)c(OC)c1 (centres undefined)
  2% | 3% | -6%
#25 CCCCNC(=S)NNC(=O)c1csc2ccccc12
  7% | 0% | 26µM*
#26 CCOc1cc(/C=C2\C(=O)N(c3nc(-c4ccc(Br)cc4)cs3)N=C2c2ccccc2)ccc1O
  11% | ? | ?
#27 C=Cc1ccc(Cn2c(=O)n(CCCOC)c(=O)c3sccc32)cc1
  · | -8% | ?
#28 COC(=O)c1cc2c(ccn2-c2ccc(F)cc2)n1CC(=O)C(C)(C)C
  2% | -15% | ?
#29 CS(=O)(=O)Nc1ccc2c(c1)OCC(=O)N2Cc1ccccc1
  · | -12% | -4%
#30 O=C(NCCC1=CCCCC1)C1CCC(CNc2c(N3CCCCC3)c(=O)c2=O)CC1 (centres undefined)
  · | -1% | ?
#31 O=C(N/N=C/C(Br)=C/c1ccccc1)c1n[nH]c2c1CCC2
  4% | 2% | 4.1µM*
#32 CC(C)(C)NC(=O)C(c1ccc(O)cc1)N(C(=O)CCC(=O)Nc1ccccn1)c1ccc(F)cc1 (centres undefined)
  12% | -6% | -15%
#33 C/C(CC(=O)Nc1ccc2c(c1)OCCO2)=N\NC(=O)Cc1ccccc1
  · | -2% | -6%
#34 COc1ccc(C2(CNC(=O)c3cccc([N+](=O)[O-])c3)CCOCC2)cc1
  3% | 5% | ?
#35 CCOC(=O)N1CCN(Cc2ccccc2Cl)CC1
  -6% | · | -11%
#36 CCCCc1nnc(NC(=O)C(C)Sc2nc(C)cc(=O)[nH]2)s1 (centres undefined)
  3% | -4% | -3%
#37 C[C@H]1CN([C@@H](C)CO)C(=O)Cc2cc(NC(=O)CCC(F)(F)F)ccc2O[C@H]1CN(C)S(=O)(=O)c1ccc(Cl)cc1
  0% | -18% | ?
#38 CC1Cc2ccccc2N1C(=O)c1cnc2ccccn2c1=O (centres undefined)
  2% | -14% | 1%
#39 Cc1ccc(C(=O)Nc2ccc(F)c(S(=O)(=O)N3CCOCC3)c2)s1
  1% | -12% | ?
#40 C=CCn1c(Cc2cccs2)nnc1SCC(=O)Nc1cc(OC)cc(OC)c1
  4% | -3% | 16µM*

Compound profiles (already shown):
C/C(CC(=O)Nc1ccc2c(c1)OCCO2)=N\NC(=O)Cc1ccccc1 across the screens: TDP1 inh: ·; GCN5L2 inh: -2%; TDP1 cell noCPT: -6%
CCCCNC(=S)NNC(=O)c1csc2ccccc12 across the screens: TDP1 inh: 7%; GCN5L2 inh: 0%; TDP1 cell noCPT: 26µM*

Additional records.
Under each structure: TDP1 inh | GCN5L2 inh | TDP1 cell noCPT
#41 COC(=O)CN(c1cc(Cl)ccc1OC)S(=O)(=O)c1ccc(OC)c(OC)c1
  5% | 1% | -24%
#42 CCCCCCn1c(N2CCCC2)nc2c1c(=O)[nH]c(=O)n2C
  · | 8% | ?
#43 Fc1ccccc1Oc1ncnc2c1oc1ccccc12
  -2% | -3% | ?
#44 C1CCN(Cc2nnnn2C2CCCC2)CC1
  -5% | -3% | -3%
#45 Fc1ccc(COc2ccc(Br)cc2CNCC2CCCO2)cc1 (centres undefined)
  5% | 1% | ?
#46 COc1cc(Cl)c(C)cc1NC(=O)c1cnn(-c2ccc(F)cc2F)c1C1CCN(C(=O)OC(C)(C)C)CC1
  7% | -1% | ?
#47 O=C(N/N=C/c1ccc(O)cc1)/C(=C/c1ccc([N+](=O)[O-])cc1)NC(=O)c1ccccc1
  4% | 1% | -11%
#48 O=C(COc1ccc(Br)cc1)NCCNC(=O)c1ccncc1
  3% | -4% | -12%
#49 O=C(NC1(C(F)(F)F)N=C2SCCN2C1=O)C1CCCCC1 (centres undefined)
  0% | 5% | 5%
#50 Cc1c(N2C(=O)CSC2=S)c(=O)n(-c2ccccc2)n1C
  -5% | -5% | ?
#51 O=C(c1ccc(Cl)cc1)N1CCC(N2CCC(C(=O)N3CCOCC3)CC2)CC1
  1% | -1% | -3%
#52 Cc1ccc(C(=O)NCCNC(=O)c2ccco2)cc1C
  7% | -2% | 1%
#53 CO/N=C\CC(=O)Nc1ccc(Cl)cc1Cl
  5% | -3% | 21µM*
#54 Cc1ccc(C)c(OCc2cc(C(=O)N(C)Cc3ccccn3)no2)c1
  6% | -8% | 11%
#55 O=C(Nc1ccc(S(=O)(=O)NC2CCCCC2)cc1)c1ccc(Br)o1
  1% | -1% | ?
#56 Cn1c(C(=O)NCCN2CCOCC2)cc2c(=O)n(C)c3ccccc3c21
  3% | -7% | -16%
#57 O=C(O)CSc1nc2c(cnn2-c2ccccc2)c(=O)n1-c1ccc(Br)cc1
  5% | 3% | -18%
#58 COc1cccc(C(=O)/C=C/c2ccc(OCC#N)c(OC)c2)c1
  4% | -3% | 13µM*
#59 C=C1CCN([C@H](C(=O)NCc2ccc(Cl)cc2)C(C)C)S(=O)(=O)c2ccccc21
  1% | 5% | -10%
#60 Cc1ccc(NCC(O)Cn2cnc3c2c(=O)n(C)c(=O)n3C)cc1 (centres undefined)
  8% | -4% | -26%

In a second layout: 2 of the compounds above.
(42) CCCCCCn1c(N2CCCC2)nc2c1c(=O)[nH]c(=O)n2C
  TDP1 inh: · | GCN5L2 inh: 8% | TDP1 cell noCPT: ?

(44) C1CCN(Cc2nnnn2C2CCCC2)CC1
  TDP1 inh: -5% | GCN5L2 inh: -3% | TDP1 cell noCPT: -3%

(listing goes on)
Under each structure: TDP1 inh | GCN5L2 inh | TDP1 cell noCPT
#61 C[C@@H]1CN([C@@H](C)CO)C(=O)c2cccc(NS(C)(=O)=O)c2O[C@H]1CN(C)CC1CCCCC1
  2% | -9% | 5%
#62 COc1ccc(C2N(c3ccccc3)C(=O)C2(F)F)cc1OC (centres undefined)
  · | -8% | -4%
#63 Cc1ccc(C)n1-c1c(C(=O)NN)cnn1-c1ccccc1
  9% | -4% | -28%
#64 Cc1cc(C)c(NC(=O)C2CCN(c3nc4ccccc4[nH]3)CC2)c(C)c1
  3% | -7% | -21%
#65 CCC(C)Sc1nc2c(cnn2-c2ccccc2)c(=O)[nH]1 (centres undefined)
  8% | -2% | -20%
#66 O=C(COS(=O)c1ccccc1)Nc1cc(Cl)ccc1N1CCOCC1 (centres undefined)
  5% | -8% | ?
#67 CC(C)C(CCNC1CCN(C)CC1)c1ccc(Cl)cc1 (centres undefined)
  · | 27% | 3.3µM*
#68 O=C(NNC1CC(=O)N(c2ccc3c(c2)OCCO3)C1=O)c1ccc(Cl)cc1 (centres undefined)
  6% | -4% | -14%
#69 CCC(C)(C(=O)NC1CCCC1)N(Cc1cccs1)C(=O)c1ccc2c(c1)OCO2 (centres undefined)
  -6% | 1% | 21µM*
#70 Cc1cccc(N2NC(=O)/C(=C/c3ccc(-c4ccc(Cl)c(C(=O)O)c4)o3)C2=O)c1
  11µM* | -25% | 0%
#71 CCCCc1c(C)[nH]c(C(=O)OCC)c1C
  9% | -14% | ?
#72 Cc1ccc2[nH]c(=O)c(N3CCOCC3)c(-c3ccccc3)c2c1
  -2% | 0% | ?
#73 CCOc1cc(/C=N\NC(=O)CC(=O)NCCc2ccccc2)ccc1O
  -5% | 0% | 0%
#74 COC(=O)c1sc2[nH]c(=S)n(N)c(=O)c2c1C
  -2% | -14% | -8%
#75 COc1ccccc1N1CCN(Cc2cc(OC)c3c(c2)OCO3)CC1
  · | -5% | ?
#76 Cc1cccc(NC2=NC3(CCCCC3)N=C(N)N2)c1C
  2% | 0% | ?
#77 NC(=O)C1CCCN(C(=O)CCCNC(=O)c2ccc(Cl)cc2)C1 (centres undefined)
  · | 0% | 0%
#78 N#C/C(=C\c1ccc(-c2ccc(C(=O)O)cc2)o1)C(=O)NCC1CCCO1 (centres undefined)
  56µM* | -2% | -27%
#79 O=C(NC1(C(F)(F)F)NC(=O)N(C2CCCC2)C1=O)C1CC1 (centres undefined)
  0% | -9% | -12%
#80 O=C(NCCN1CCCCC1)Nc1cccc(C(F)(F)F)c1
  -16% | -5% | -21%
#81 CC(C)C[C@H](NC(=O)[C@H](CCCCN)NC(=O)[C@H](CCCNC(=N)N)NC(=O)[C@H](C)NC(=O)[C@H](CO)NC(=O)[C@H](CCCCN)NC(=O)[C@H](CCCNC(=N)N)NC(=O)[C@H](C)NC(=O)CNC(=O)[C@@H](NC(=O)[C@H](Cc1ccccc1)NC(=O)CNC(=O)CNC(=O)[C@@H](N)Cc1ccccc1)[C@H](C)O)C(=O)N[C@@H](C)C(=O)N[C@@H](CC(N)=O)C(=O)N[C@@H](CCC(N)=O)C(=O)O
  9% | -5% | -5%[4.12 µM]
#82 CC(C)(C)NC(=O)C(=O)N/N=C/c1cccs1
  1% | -12% | -1%
#83 COc1cccc(CNC(=O)CCS(=O)(=O)c2cccs2)c1
  1% | -4% | -5%
#84 O=C1c2cccc3c(Cl)ccc(c23)C(=O)N1O
  22µM* | -1% | 5.8µM*
#85 O=Nc1c(-c2c(O)[nH]c3ccccc23)[nH]c2ccccc12
  17% | -8% | ?
#86 CC1CCN(C(=O)c2ccc(NC(=O)CC3SC(N4CCCC4)=NC3=O)cc2)CC1 (centres undefined)
  · | 2% | -14%
#87 COc1cc(OC)cc(C(=O)Nn2cc(C(=O)Nc3c(F)cccc3F)c3ccccc3c2=O)c1
  5% | -8% | ?
#88 Cc1ccc([C@@H]2[C@@H]3C(=O)N(c4ccccc4)C(=O)[C@@H]3[C@]3(C)C(=O)N(CC4CC4)CC(=O)N23)o1
  · | -5% | -2%
#89 COc1cc(C(=O)O)ccc1OCc1ccncc1
  1% | -16% | -1%
#90 COc1cc2sc3cc(NCC[C@@H]4CCCN4C)ccc3c(=O)c2cc1OC
  -3% | -13% | ?
#91 CCOc1ccc(NC(=O)CCc2c(C)nc3c4c(C)cc(C)nc4nn3c2C)cc1
  3% | -3% | -12%
#92 COc1ccc(N(C(=O)c2ccc(C)cc2)S(=O)(=O)c2cccs2)cc1
  0% | -6% | ?
#93 CCOC(=O)C1CCN(C(=O)C(C)Oc2ccc(Br)cc2)CC1 (centres undefined)
  0% | -2% | ?
#94 CC1(C)Cc2c(c(-c3ccco3)nc3sc4c(NCC5CCCO5)ncnc4c23)CO1 (centres undefined)
  -2% | 17% | 21µM*
